Compound activity as filed in PubChem BioAssay.
Tau fibril ThT – tau fibrillization inhibition (ThT binding); recombinant tau K18 P301L, heparin-induced fibrillization, ThT fluorescence; Potency, µM (highest dose often 57.4 µM), inactives show at the highest dose activity, negative = inhibition, most hits filed as inhibitors; hit rate 2.1% among 270,000; P10636; AID 1460; active means well fitted inhibition curve with a large enough effect; inconclusive means small, poorly fitted or top-dose-only effect; further: nearly all actives have a fitted effect of over 55% in size
Target sequence (P10636 561-689 P618L limits assumed): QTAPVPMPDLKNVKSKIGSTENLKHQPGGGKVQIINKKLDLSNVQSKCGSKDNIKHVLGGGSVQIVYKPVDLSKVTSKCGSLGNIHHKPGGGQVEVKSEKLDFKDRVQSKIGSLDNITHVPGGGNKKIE
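ThT emission at 510 nm, taken 1 hr after adding 30 uM dye, quantifies aggregates formed when 20 uM heparin acts on human tau K18 P301L for 6 hr at 37 C.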
LMNA splice mod – modulators of lamin A splicing; HeLa LMNA splicing GFP/RFP minigene ratio, 48 h; Potency, µM (highest dose often 46.1 µM), for the others: at the highest dose ratio change, negative = inhibition, actives largely listed as inhibitors; hit rate 0.01% among 200,000; active means well fitted inhibition curve with a large enough effect in the signal ratio, with a control signal flat, not every such curve was filed as active; inconclusive means small, poorly fitted or top-dose-only effect, or effect the other way, or a change in a side signal; the % refers to the signal ratio
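S3 HeLa stable clones carrying a lamin A-EGFP splicing minigene plus DsRed2 were seeded at 600 cells/well in Opti-MEM with 2% FBS, pin-dosed and incubated 48 h at 37°C. Acumen cytometry (488 nm) gave the GFP/RFP total-intensity ratio.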
Numbers without * were called inactive; ? = inconclusive; [ ] = another dose, or the depositor's remark. On the % scale 0 is the no-effect control and ±100 the full control effect; potency means the concentration at half of the fitted maximal effect. A portion of the library, so the mix of outcomes need not match the whole.

Fields: Tau fibril ThT, LMNA splice mod
CCOc1ccc(Sc2cc(C(=O)NC(C)c3ccccc3)c3ccccc3n2)cc1 (stereo not drawn)
→ -4%, -2%[46 µM]
COc1ccc(NC(=O)CN2C(=O)C(C)(C)c3ccccc32)cc1Cl
→ -8%, ?
Cc1ccc(C(=O)n2nc(C)c(S(=O)(=O)N3CCOCC3)c2C)cc1
→ -4%, -7%[46 µM]
O=S(=O)(Nc1cccc(-c2ccc(N3CCOCC3)nn2)c1)c1cc(C(F)(F)F)ccc1Cl
→ -15%, ?
COc1cc(C(=O)NCC(c2ccc3c(c2)OCO3)N2CCOCC2)cc(OC)c1OC (stereo not drawn)
→ 0%, -12%[46 µM]
CSc1ncc(C(=O)Nc2ccccc2C(=O)c2ccccc2)c(C(F)(F)F)n1
→ -10%, -10%[46 µM]
COc1ccc(-c2nc(CCNC(=O)c3cc(OC)c(OC)c(OC)c3)cs2)cc1
→ ?, -22%[46 µM]
Cc1ccc(Cl)cc1N(C)C(=O)c1cnc(N2CCOCC2)c2ccccc12
→ -6%, 6%[46 µM]
CC(=O)N1CCCc2cc(S(=O)(=O)N(C)CC(=O)Nc3cccc(Cl)c3C)ccc21
→ 5%, -8%[46 µM]
O=C(COc1ccccc1)Nc1ccc(C(=O)OCc2cc(=O)n3nc(C4CC4)sc3n2)cc1
→ 16%, -3%[46 µM]
Cc1nc(SCC(=O)Nc2ccccc2C)cc(-c2ccccc2)n1
→ -3%, -3%[46 µM]
Cc1ccc(Cl)cc1N(C)C(=O)c1cc2ccc3cccnc3c2[nH]1
→ -14%, 2%[46 µM]
Cc1cccc(C)c1-n1ncc(C(=O)NCCCN2CCC(C)CC2)c1C1CCN(C(=O)OC(C)(C)C)CC1
→ -2%, -7%[46 µM]
Cc1ccc(N2CCn3c2nc2c3c(=O)n(Cc3cccc(Cl)c3)c(=O)n2C)cc1C
→ 1%, ?
CCc1nc2ccc(C(=O)N3CCN(c4ccc(Cl)cc4)CC3)cc2nc1CC
→ -13%, 17%[46 µM]
Cc1cccc(N2CCN(S(=O)(=O)c3ccc4c(c3)CCCN4C(=O)C3CCC3)CC2)c1C
→ -8%, 13%[46 µM]
COc1ccc2oc(=O)c(-c3cn4c(n3)sc3cc(OC)ccc34)cc2c1
→ ?, ?
Cc1ccc(NC(=O)c2oc3ccc(S(=O)(=O)N4CCC5(CC4)OCCO5)cc3c2C)cc1Cl
→ 0%, ?
O=C1N(Cc2cccc(C(F)(F)F)c2)c2ccccc2S(=O)(=O)N1c1cccc(Cl)c1
→ -3%, ?
CCC(=O)N1c2ccccc2CC1C(=O)NCc1ccc(OC(C)C)cc1 (stereo not drawn)
→ 1%, ?
Cn1c(=O)n(CCc2ccccc2)c(=O)c2c1nc1n2CCN1c1ccc(Cl)cc1
→ -7%, 12%[46 µM]
CC(C)c1ccc(OCC(=O)NCCS(=O)(=O)N2CCN(c3ccc(F)cc3)CC2)cc1
→ 5%, 21%[46 µM]
CC(C)c1cnc2c(c1SCc1cccc(C(F)(F)F)c1)c(=O)n(C)c(=O)n2C
→ -1%, -4%[46 µM]
COc1ccccc1N1CCN(c2ncnc3c2cnn3-c2ccc(C)cc2)CC1
→ ?, ?
CCOC(=O)c1cc(-c2ccccc2)n(CCCC(=O)Nc2cc(C)ccc2OC)c1C
→ -9%, ?
Cc1ccc(CSC2=Nc3ccccc3C3=NC(CCC(=O)NC4CCCCC4)C(=O)N23)cc1 (stereo not drawn)
→ -4%, 12%[46 µM]
CCC1CCCCN1S(=O)(=O)c1ccc(C(=O)Nc2sc3c(c2C(=O)NC)CCC3)cc1 (stereo not drawn)
→ -10%, 3%[46 µM]
COC(=O)c1ccc(Nc2ncnc3c2nc2n3CCCC2)cc1
→ -12%, 6%[46 µM]
CCOc1ccccc1NC(=O)CN1C(=O)COc2ccc(S(=O)(=O)NC3CCCC3)cc21
→ -2%, -9%[46 µM]
O=C(CSc1nc(Nc2ccc(F)c(F)c2)c2ccccc2n1)c1ccc(Cl)cc1
→ 5%, ?
COCCCn1c(SCC(=O)NCc2ccccc2)nc2c(sc3ccccc32)c1=O
→ -5%, 4%[46 µM]
COc1ccc(CC(=O)NCC(c2cccs2)S(=O)(=O)c2ccc(F)c(C)c2)cc1 (stereo not drawn)
→ -2%, ?
Cc1noc2ncnc(N3CCCC(C(=O)NC(C)C)C3)c12 (stereo not drawn)
→ -5%, 1%[46 µM]
CCc1ccc(NC(=O)Cc2csc(COc3cccc(C)c3)n2)cc1
→ -9%, 18%[46 µM]
CCN(CC)S(=O)(=O)c1ccc2nc(NC(=O)c3cccnc3)sc2c1
→ 4%, -3%[46 µM]
COc1cccc2sc(N(Cc3cccnc3)C(=O)c3ccco3)nc12
→ -8%, -11%[46 µM]
Cc1ccc(C)c(NC(=O)c2cnc3sc(N4CCOCC4)nn3c2=O)c1
→ 0%, ?
CCOc1ccc(CNC(=O)c2cc3c(=O)n(Cc4cccs4)ccc3nc2C)cc1
→ -12%, -7%[46 µM]
O=C(NC1CC(=O)N(c2ccc(F)cc2)C1)c1ccc(S(=O)(=O)N2CCCC2)cc1 (stereo not drawn)
→ 1%, ?
Cc1nc2ccc(S(=O)(=O)N(CC(=O)Nc3ccc(Cl)cc3)Cc3ccccc3)cc2s1
→ 5%, -4%[46 µM]
Cc1nnc(NC(=O)CSc2nc3c([nH]c4ccccc43)c(=O)n2-c2ccc(Cl)cc2)s1
→ 3%, ?
Cc1ccc(-c2nnc(SCCOc3ccccc3)o2)cc1
→ ?, 18%[46 µM]
Cc1cc(C(F)(F)F)c2c(N)c(C(=O)Nc3c(Cl)cccc3Cl)sc2n1
→ -17%, ?
O=C(Nc1ccc2nc(SCC(=O)N3CCCC3)sc2c1)c1cccc(Cl)c1
→ -2%, ?
Cc1ccccc1C(=O)Nc1ccc2nc(SCC(=O)N(C)c3ccccc3)sc2c1
→ 3%, ?
COc1ccc(NC(=O)CC(C)S(=O)(=O)c2ccc3c(c2)NC(=O)CO3)cc1OC (stereo not drawn)
→ 6%, 25%[46 µM]
CCOc1ccc(OCC)c(NS(=O)(=O)c2c(C(=O)N3CCC(C)CC3)c(C)n(C)c2C)c1
→ 3%, -19%[46 µM]
COc1cccc(CNC(=O)C2CCN(S(=O)(=O)c3ccc4c(ccn4C)c3)CC2)c1
→ 3%, -12%[46 µM]
CCC(C)n1c(SCC(=O)Nc2ccccc2C(=O)OC)nc2ccsc2c1=O (stereo not drawn)
→ -10%, -6%[46 µM]
CC(Sc1nnc2ccc3ccccc3n12)C(=O)Nc1ccc(Cl)cc1 (stereo not drawn)
→ -1%, 22%[46 µM]
O=C(NNc1ncnc2c1cnn2-c1ccccc1)c1ccccc1
→ -6%, -14%[46 µM]
Cc1ccccc1NS(=O)(=O)c1nnc(NC(=O)c2ccccc2C)s1
→ ?, 17%[46 µM]
COc1ccc(NC(=O)c2ccc3c(c2)N(Cc2cccc(Cl)c2)C(=O)c2ccccc2S3=O)cc1Cl (stereo not drawn)
→ 4%, -2%[46 µM]
CCCCN(C)CCCNC(=O)C1CCN(S(=O)(=O)CCC)CC1
→ -4%, -4%[46 µM]
O=C(NCc1ccccc1Cl)C1CCCN(c2nc3ccccc3n3cccc23)C1 (stereo not drawn)
→ -9%, ?
O=C(NCc1ccccc1)c1ccc2c(c1)N(Cc1cccc(Cl)c1)C(=O)c1ccccc1S2(=O)=O
→ 0%, 5%[46 µM]
O=c1c2cn[nH]c2nc(SCc2cccc(Br)c2)n1-c1ccc(Cl)cc1
→ -16%, ?
Cc1c(C(=O)Nc2ccc(Br)cc2F)sc2ncnc(N(C)C3CCCCC3)c12
→ ?, 5%[46 µM]
CC(C)(C)NC(=O)c1oc2ccccc2c1NC(=O)c1ccccc1F
→ 1%, -4%[46 µM]
O=C(NCCCO)C(=O)Nc1c2c(nn1-c1ccccc1)CSC2
→ -4%, 13%[46 µM]

Following part.
Fields: Tau fibril ThT, LMNA splice mod
CC1CCN(c2ccc(NC(=O)c3cccc(Cl)c3)cc2C(=O)O)CC1
→ ?, ?
COc1ccc(NC(=O)Cn2c(=O)cc(C)c3c(C)nn(C)c32)cc1
→ -4%, 21%[46 µM]
CCc1ccccc1NC(=O)c1ccc2nc(CCc3ccccc3)oc2c1
→ ?, -4%[46 µM]
Cc1cc(C)cc(NC(=O)CN(C)S(=O)(=O)c2ccc3[nH]c4c(c3c2)CCCC4)c1
→ -7%, ?
CCOc1ccccc1NC(=O)c1cc2ccc3cccnc3c2[nH]1
→ ?, ?
CCCCNC(=O)CN1CCN(c2ccc(NC(=O)c3ccc(OC)cc3)cc2C(=O)O)CC1
→ -6%, 6%[46 µM]
CCOc1ccc(Sc2cc(C(=O)NCCc3ccccc3)c3ccccc3n2)cc1
→ 4%, ?
COc1cccc(NC(=O)NCc2ccc3c(c2)CCN3C(=O)c2ccccc2)c1
→ -2%, ?
CCCSC1=NC2(CCN(C(=O)NC3CCCCC3)CC2)N=C1c1ccccc1
→ -8%, ?
Cc1cc(C)cc(NC(=O)CSc2nc3ncccc3[nH]2)c1
→ -14%, ?
Cc1ccc2c(c1)N(C(=O)N1CCC(C(=O)NCc3ccco3)CC1)CC(C)O2 (stereo not drawn)
→ 7%, 28%[46 µM]
COc1cccc(CNS(=O)(=O)c2c(C(=O)N3CCC(C)CC3)c(C)n(C)c2C)c1
→ -5%, 3%[46 µM]
Cc1cccc(N(CC(=O)Nc2ccc(Br)cc2)S(C)(=O)=O)c1C
→ 11%, ?
O=C(Nc1ccc(Cl)c(Cl)c1)c1cc(S(=O)(=O)N2CCN(c3cccc(Cl)c3)CC2)ccc1F
→ 15%, -1%[46 µM]
COc1ccc(S(=O)(=O)Nc2cccc(-c3ccc(N4CCCC4)nn3)c2)cc1OC
→ -3%, -3%[46 µM]

Sorted by value in Tau fibril ThT (falling): 5 from the list above.
canonical_smiles | Tau fibril ThT
CCOc1ccc(Sc2cc(C(=O)NCCc3ccccc3)c3ccccc3n2)cc1 | 4%
CCOc1ccc(OCC)c(NS(=O)(=O)c2c(C(=O)N3CCC(C)CC3)c(C)n(C)c2C)c1 | 3%
Cc1ccc(NC(=O)c2oc3ccc(S(=O)(=O)N4CCC5(CC4)OCCO5)cc3c2C)cc1Cl | 0%
Cc1ccc(C(=O)n2nc(C)c(S(=O)(=O)N3CCOCC3)c2C)cc1 | -4%
CCc1nc2ccc(C(=O)N3CCN(c4ccc(Cl)cc4)CC3)cc2nc1CC | -13%

Further entries follow:
Fields: Tau fibril ThT, LMNA splice mod
O=C(NCC(c1cccnc1)N1CCc2ccccc21)c1cccc(C(F)(F)F)c1 (stereo not drawn)
→ -1%, ?
Cc1ccc(NC(=O)CCCn2c(=O)c3cccn3c3ccccc32)c(C)c1
→ -12%, ?
CCOc1ccccc1C(=O)NCC(c1cccs1)S(=O)(=O)c1ccc(F)c(C)c1 (stereo not drawn)
→ -4%, 2%[46 µM]
COc1cccc(CNC(=O)C2CCN(S(=O)(=O)N3CCC(C)CC3)CC2)c1
→ 10%, ?
Cn1cc(S(=O)(=O)N2CCCCCC2)cc1C(=O)NCc1ccc(F)cc1
→ 0%, 4%[46 µM]
O=C(NCCS(=O)(=O)N1CCN(c2ccc(F)cc2)CC1)C(c1ccccc1)c1ccccc1
→ 6%, -14%[46 µM]
Cc1ccc(S(=O)(=O)Nc2cccc(-c3ccc(N4CCCC4)nn3)c2)c(C)c1
→ 12%, 25%[46 µM]
CCCc1cnc2c(c1SCC(=O)Nc1ccccc1OCC)c(=O)n(C)c(=O)n2C
→ -4%, -14%[46 µM]
O=C(CN1C(=O)C2(SCC(=O)N2c2ccc(F)c(F)c2)c2ccccc21)Nc1ccccc1F (stereo not drawn)
→ -4%, 13%[46 µM]
CCOc1ccccc1C(=O)N(Cc1cc(OC)c(OC)c(OC)c1)c1ccccn1
→ -2%, 9%[46 µM]
CN(C)C(=O)c1ccc(S(=O)(=O)NCc2ccc(Cl)cc2)s1
→ 7%, 4%[46 µM]
O=C(O)CC1c2ccccc2CCN1C(=O)Nc1cc(Cl)ccc1Cl (stereo not drawn)
→ -2%, -5%[46 µM]
COc1ccc(OC)c(-c2noc(N3CCN(c4cc(C)ccc4C)CC3)n2)c1
→ -14%, 1%[46 µM]
Cc1cccc(CNC(=O)CN2C(=O)CCn3nc(-c4cn(C)c5ccccc45)cc32)c1
→ -15%, -7%[46 µM]
CCOC(=O)c1ccc(Nc2nc3ccccc3n3c(C)nnc23)cc1
→ -3%, 17%[46 µM]

The list goes on; the last 2 above are carried over.
Fields: Tau fibril ThT, LMNA splice mod
Cc1cccc(CNC(=O)CN2C(=O)CCn3nc(-c4cn(C)c5ccccc45)cc32)c1
→ -15%, -7%[46 µM]
CCOC(=O)c1ccc(Nc2nc3ccccc3n3c(C)nnc23)cc1
→ -3%, 17%[46 µM]
COc1ccc(CC(=O)Nc2ccc3nc(Nc4ccc(OC)cc4)cc(C)c3c2)cc1
→ ?, -23%[46 µM]
COc1ccc(NC(=O)Cn2c(=O)cc(C)c3c(C)nn(-c4cccc(Cl)c4C)c32)cc1OC
→ -4%, 14%[46 µM]
CC(C)Oc1ccc(CNC(=O)CCCN2C(=O)c3cccnc3Oc3ccc(Cl)cc32)cc1
→ -3%, ?
CCOC(=O)C1CCN(c2csc3ccc(C)cc3c2=O)CC1
→ ?, 11%[46 µM]
COc1cc(NC(=O)CCCN2C(=O)CCn3nc(-c4cn(C)c5ccccc45)cc32)cc(OC)c1
→ ?, ?
CCOC(=O)c1cccc(NC(=O)c2ccc3nc(Cc4ccccc4)oc3c2)c1
→ -8%, ?
Cn1cc(-c2cc3n(n2)CCC(=O)N3CC(=O)NCc2ccccc2)c2ccccc21
→ -9%, 7%[46 µM]
